mouse EphA4 binding: inhibitors of EphA4 binding to KYL peptide, primary screen, biochemical, colorimetric, mouse EphA4 (AID 689) | EphA4-AP binding to KYL peptide, pNPP A405; higher % means a stronger effect | one-dose inhibition, % at 10 µM; IC50 in µM for titrated hits | 62,000 tested, 0.1% active; in the data active = a potency from the dose series; inactive = the rest, 99 in 100 with inhibition below about 22%
Numbers without * were called inactive.

structure	mouse EphA4 binding
COc1ccc(OC)c(N2C(=O)NC(=O)C3(Cc4cc(C)ccc4N(C)C3)C2=O)c1 (configuration not stated)	-17.3%
CCCCCSc1cc(OC)c(CCN(C)C)cc1OC	0.6%
CCCCCCCC(=O)NC(Oc1ccccc1[N+](=O)[O-])C(Cl)(Cl)Cl (configuration not stated)	-4.6%
CN(C(=O)c1ccco1)C1(c2ccccc2Cl)CCCCC1=O (configuration not stated)	-10.5%
O=c1c2ccccc2nc(-c2cccs2)n1-c1ccccc1	6.6%
Cc1ccc(S(=O)(=O)NP(=O)(Oc2ccccc2)Oc2ccccc2)cc1	-9.3%
CN1C(=O)C(Cc2nc3ccccc3c(=O)n2-c2ccccc2)c2ccccc21 (configuration not stated)	-2.9%
CCOc1cc(C=C2C(=O)NC(=O)NC2=O)ccc1OS(=O)(=O)c1ccccc1	-20.4%
CCOC(=O)c1c(C)n(Cc2ccccc2Cl)c2ccc(O)cc12	-11.4%
Cc1cc(OCc2ccc([N+](=O)[O-])cc2)c2c3c(c(=O)oc2c1)CCCC3	-2.2%
COc1ccccc1/C=C1/C(=N/O)C2CCN1CC2	7.6%
COc1cc2c(C(=O)N3CCN(C)CC3)c(C)n(C)c2cc1Br	-5.1%
Cn1c(O)c(/C=C2\C=CC=N2)c(=O)[nH]c1=O	-1.9%
CC(=O)c1ccc(OC(=O)Cc2ccccc2)cc1	6.5%
CCOc1cccc(CNC2CN3CCC2CC3)c1 (configuration not stated)	-13.8%

Of the compounds above, 2 contain a nitro group on carbon.
structure	mouse EphA4 binding
CCCCCCCC(=O)NC(Oc1ccccc1[N+](=O)[O-])C(Cl)(Cl)Cl (configuration not stated)	-4.6%
Cc1cc(OCc2ccc([N+](=O)[O-])cc2)c2c3c(c(=O)oc2c1)CCCC3	-2.2%

Next part.
structure	mouse EphA4 binding
COc1ccc(C2NCc3ccc4c(c3-n3cccc32)OCO4)cc1OC (configuration not stated)	-24.6%
COc1ccccc1CCNCc1cc2c(cc1[N+](=O)[O-])OCO2	-13.4%
O=c1c2ccccc2nc(-c2ccco2)n1-c1cccnc1	-0.6%
C=CCNC(=O)c1c(N)n(CCN2CCOCC2)c2nc3ccccc3nc12	-0.7%
COc1cc(C2SCC(=O)Nc3c2c(=O)[nH]n3C2CCCCCC2)cc(OC)c1OC (configuration not stated)	-7.6%
CCN(CC)CCCN=C(C)c1c(O)n(-c2ccccc2)c(=O)[nH]c1=O	-6.3%
CCn1c(=O)cc(OCC(=O)N2CCN(Cc3ccc4c(c3)OCO4)CC2)c2ccccc21	-3.6%
COc1cc2[nH]c(=O)n(-c3ccc(C)cc3)c(=O)c2cc1OC	-14.6%
O=C(Cc1ccccc1)N1CCN(C/C=C/c2ccccc2)CC1	-4.1%
CC1CN=C(Nc2ccc(N(C)C)cc2)S1 (configuration not stated)	0.5%
CCOC(=O)Cn1cc([N+](=O)[O-])nc1[N+](=O)[O-]	-6.4%
c1ccc2[nH]c(CCNC3CCCCC3)nc2c1	-10.5%
CCOC(=O)C1C2NC(=O)N(Cc3ccccc3)C1(C)Oc1c(OC)cccc12 (configuration not stated)	-3.1%
Cc1cc(N2C(=O)C3CCCN3C2c2sccc2C)no1 (configuration not stated)	8.4%
CN(C)C=C1C(=O)N(C2CCCCC2)C(=O)N(C2CCCCC2)C1=O	-6.7%
O=C(c1cccn2c(=O)c3cc(Br)ccc3nc12)N1CCC2(CC1)OCCO2	5.2%
CNCC1(c2ccccc2)CCCC1	-3.2%
Cc1ccc2c(c1)CC1(CN2C)C(=O)NC(=O)N(CCC2=CCCCC2)C1=O (configuration not stated)	-3.5%
CCCCC(=O)C1C(=O)NC(=O)NC1=O	6.6%
CCCCn1c(O)c(C(CC)=NCc2ccc(F)cc2)c(=O)[nH]c1=O	-10.7%
Fc1ccc2c(c1)nnn2C1CCN(Cc2nnnn2C2CCCCC2)CC1	-2.5%
CCOC(=O)c1cn2nc(OP(=S)(OCC)OCC)cc2nc1C	-10.1%
O=C(CN1CCCCC1)Nc1ccc(Br)cc1C(=O)c1ccccc1Cl	-9.0%
CN(C)c1ccc(C(=O)c2ccc(N(C)C)cc2)cc1	-6.6%
CCCCCCCSc1cc(OC)c(CCNC)cc1OC	-5.5%
CN(C)C1(c2nnnn2-c2ccc(Cl)cc2)CCCCC1	7.3%
Cc1ccc(C(=O)Nc2ccc(N/C(N)=N/[N+](=O)[O-])cc2)cc1	-4.3%
O=C1C2CCCN2C(c2cccnc2)N1c1ccc(Cl)c(Cl)c1 (configuration not stated)	-6.0%
CC(=O)Nc1ccc2c(c1)CC1(C(=O)N(C)C(=O)N(C)C1=O)C1CCCN21 (configuration not stated)	9.3%
O=c1[nH]c(=S)n(Cc2ccc(F)cc2)c(O)c1C=NCC1CCCO1 (configuration not stated)	-3.3%
COC(=O)CCCNC(=O)CN1CC(c2ccccc2)CC1=O (configuration not stated)	-11.3%
CC1CCCC(NC(=O)COC(=O)Cc2ccccc2)C1C (configuration not stated)	-11.3%
Cc1ccccc1NC1=NCC(C)S1 (configuration not stated)	-0.6%
O=C1CSC2(CN3CCC2CC3)N1 (configuration not stated)	1.2%
CCC(=Nc1ccc2c(c1)CCC2)c1c(O)n(C)c(=O)n(C)c1=O	-6.4%
O=C(c1ccc(CS(=O)(=O)c2ccc(Br)cc2)o1)N1CCC2(CC1)OCCO2	-7.8%
O=P(/C(=N/O)N1CCCCC1)(N1CCOCC1)N1CCOCC1	-9.5%
COc1ccccc1N1CCN(Cc2ccccc2Cl)CC1	3.0%
Oc1c(Cl)cc(Cl)cc1CN1CCN(Cc2ccccc2)CC1	1.7%
COc1ccc(C2=NCC(=O)N(CC(=O)NCc3ccco3)c3sc4c(c32)CCCC4)cc1	-8.0%
Cn1c(O)c(C(=NCCN2CCCCC2)c2ccccc2Cl)c(=O)n(C)c1=O	-18.8%
CCCCOCCCn1c(N)c(C(=O)OCCOC)c2nc3ccccc3nc21	9.0%
CCCCn1c(N)c(C(=O)OCC)c2nc3ccccc3nc21	8.6%
O=C(c1ccc2c(c1)ncn2C1CCCCC1)N1CCC2(CC1)OCCO2	1.7%
Cc1ccc(N2C(=O)/C(=C/N3CCN(C(=O)c4ccco4)CC3)C(=O)NC2=S)cc1C	-6.8%

Retrieved by compound from the entries so far, 4 records:
structure	mouse EphA4 binding
Cc1ccccc1NC1=NCC(C)S1 (configuration not stated)	-0.6%
CCCCOCCCn1c(N)c(C(=O)OCCOC)c2nc3ccccc3nc21	9.0%
Cc1ccc2c(c1)CC1(CN2C)C(=O)NC(=O)N(CCC2=CCCCC2)C1=O (configuration not stated)	-3.5%
COc1ccccc1CCNCc1cc2c(cc1[N+](=O)[O-])OCO2	-13.4%

The listing picks up, repeating the 2 entries before the break.
structure	mouse EphA4 binding
O=C(c1ccc2c(c1)ncn2C1CCCCC1)N1CCC2(CC1)OCCO2	1.7%
Cc1ccc(N2C(=O)/C(=C/N3CCN(C(=O)c4ccco4)CC3)C(=O)NC2=S)cc1C	-6.8%
Cc1ccc(C(=O)C(C)(C)NO)cc1	-0.3%
CCc1ccc(N2C(=O)NC(=O)/C(=C/C=C/c3ccco3)C2=O)cc1	-8.8%
Cc1ccc2c(c1)C1CN(C)CCC1N2C(=O)Nc1cccc(Cl)c1 (configuration not stated)	-12.6%
CC1=NN(c2ccccc2)C(=O)C1/C=C1/C(=O)NC(=O)N(c2cccc(C)c2)C1=O (configuration not stated)	-0.1%
COc1cc(-n2c(=S)[nH]c3ccccc3c2=O)c(Cl)cc1Cl	6.9%
O=C(CN1CC=C(c2ccccc2)CC1)NC(=O)NCc1ccco1	-0.3%
Cc1ccc(C2(O)CC(C)N(C)CC2C)cc1 (configuration not stated)	-6.2%
c1ccc2c(CN3CCN(C4CCCCC4)CC3)c[nH]c2c1	5.5%
O=C1NC(=O)[C@]2(Cc3ccccc3N3CCN(c4ccccc4)CC32)C(=O)N1Cc1ccccc1 (some centres not stated)	6.6%
COc1ccc(C=C(C#N)C#N)cc1OC	-14.2%
COC(=O)C(O)(c1c[nH]c2ccccc12)C(F)(F)F (configuration not stated)	-15.2%
O=c1[nH]c(=O)n(-c2cccc3ccccc23)c(O)c1C=NCc1ccc2c(c1)OCO2	1.0%
O=C(O)C(O)(c1ccccc1)C1CCCC1 (configuration not stated)	-9.6%
CC(=O)N1CC(=O)Nc2ccc(Cl)cc2C1c1ccc(F)cc1 (configuration not stated)	10.1%
Cc1ccc(-c2nc3ccccc3c(=O)n2-c2ncccc2C)cc1	1.9%
Nc1c(C(=O)NC2CCCC2)c2nc3ccccc3nc2n1CC1CCCO1 (configuration not stated)	5.7%
COc1ccc(C2C(C#N)=C(N)Oc3c2c(=O)oc2ccccc32)cc1Cn1cc([N+](=O)[O-])cn1 (configuration not stated)	6.2%
COC(=O)c1[nH]cnc1C(=O)Nc1ccc(Br)cc1C(=O)c1ccccc1	7.5%
O=[N+]([O-])c1ccc(N2CCNCC2)cc1NCCc1ccccc1	-1.9%
CN(C)CP(=O)(Nc1ccccc1)N(C)C (configuration not stated)	-0.2%
c1ccc(CCN2CCC(N3CCN(c4ccccc4)CC3)CC2)cc1	-2.9%
Cc1cc(OCC(=O)Nc2c(C)n(C)n(-c3ccccc3)c2=O)c2c3c(c(=O)oc2c1)CCC3	-5.1%
CC(C)(C)N(NC(=O)c1ccccc1)C(=O)c1ccccc1	-7.1%
CC1(C)CC(n2[nH]c(=O)c3c2NC(=O)CSC3c2ccccc2)CCO1 (configuration not stated)	-10.1%
Fc1ccc2c(c1)nnn2C1CCN(Cc2nnnn2CCc2ccccc2)CC1	-16.5%
C[C@H]1CCC[C@H](O)CCCCCc2cc(O)cc(O)c2C(=O)O1	-4.3%
O=c1cccc2n1CC1CC2CN(S(=O)(=O)c2ccccc2)C1 (configuration not stated)	-12.2%
CCOP(=O)(OCC)C(O)c1ccc(OC)c(OC)c1 (configuration not stated)	-3.5%
CCN(CC)c1ccc(N=Cc2c(O)n(Cc3ccccc3)c(=O)[nH]c2=O)cc1	8.5%
CC(=O)N1CN2CN(C(C)=O)CC(C(=O)c3ccccc3)(C2)C1	-4.9%

(further entries)
canonical_smiles,mouse EphA4 binding
CC(=O)c1ccc(OC(NC(=O)Cc2ccccc2)C(Cl)(Cl)Cl)cc1 (configuration not stated),2.2%
CC12CN3CC(C)(CN(C1)C3c1ccncc1)C2=O (configuration not stated),1.4%
COc1ccc2[nH]cc(CCN)c2c1,-4.6%
CN1CCc2nc3sc(C(=O)NC(C)(C)C)c(N)c3cc2C1,-19.3%
CCOP(=O)(OCC)C(C)(C)NC(=O)C(Cl)(Cl)Cl,-7.3%
CCCCCn1c(=O)c(C(=O)Nc2c(C)n(C)n(-c3ccccc3)c2=O)c(O)c2ccccc21,-2.5%
O=c1c2ccccc2nc(-c2ccoc2)n1-c1ccccc1,2.8%
CC(C)OCCCNC(=O)c1c(N)n(Cc2cccs2)c2nc3ccccc3nc12,18.2%
CCOP(=O)(CN(CC)CCNP(=O)(OCC)OCC)OCC,-12.1%
CC1(C)CC(n2[nH]c(=O)c3c2NC(=O)CSC3c2ccc(F)cc2)CCO1 (configuration not stated),-6.6%
CCOP(=O)(OCC)C(NC(C)=O)C(Cl)(Cl)Cl (configuration not stated),-6.4%
COC(=O)CC1(CC(=O)OC)C(=O)NC(=O)NC1=O,-13.7%

3 compounds already listed, sorted by heavy-atom count, smallest number first.
canonical_smiles,mouse EphA4 binding
CCOP(=O)(OCC)C(NC(C)=O)C(Cl)(Cl)Cl (configuration not stated),-6.4%
CN1CCc2nc3sc(C(=O)NC(C)(C)C)c(N)c3cc2C1,-19.3%
CC1(C)CC(n2[nH]c(=O)c3c2NC(=O)CSC3c2ccc(F)cc2)CCO1 (configuration not stated),-6.6%

Later entries
canonical_smiles,mouse EphA4 binding
CCOP(=O)(OCC)C(CC)N1CCOCC1 (configuration not stated),-2.4%
Clc1cccc(Cl)c1CN1CCN(c2ccccc2)CC1,-2.4%
COc1ccc(S(=O)(=O)Cc2ccc(C(=O)N3CCC4(CC3)OCCO4)o2)cc1,2.5%
O=P(CN1CCN(c2ccccc2)CC1)(N1CCCCC1)N1CCCCC1,0.4%
Cc1cc(OC(=O)CCCNC(=O)OC(C)(C)C)c2c3c(c(=O)oc2c1)CCC3,-18.0%
O/N=C1/C(=C\c2ccccc2)N2CCC1CC2,-5.6%
Cc1ccc(S(=O)(=O)CC(C)(O)C(=O)Nc2cccc(C(F)(F)F)c2)cc1 (configuration not stated),-31.3%
CCOC(=O)C(O)(c1cn(C)c2ccccc12)C(F)(F)F (configuration not stated),-11.6%
C=CCn1c(=O)c(C=Nc2cccc([N+](=O)[O-])c2)c(O)n(CCCC)c1=O,-2.3%
CCOC(=O)C(P(=O)(OCC)OCC)P(=S)(c1ccccc1)c1ccccc1 (configuration not stated),-12.1%
CN(C)C1=C(C#N)C(c2ccccc2)=NP(N(C)C)(N(C)C)=N1,-3.8%
CCSc1nnc([C@@H](N)Cc2c[nH]c3ccccc23)o1,-0.8%
CN1CCc2nc(SCC(=O)OC(C)(C)C)c(C#N)cc2C1,-3.0%
Cc1cc(NC(=O)CCC(=O)N2CCC3(CC2)OCCO3)no1,3.5%
O=C(NCc1ccc(C(=O)N2CCC3(CC2)OCCO3)cc1)c1ccc2c(c1)OCO2,-10.0%
Cc1ccc(-n2c(O)c(C=NC3CCCCC3N)c(=O)[nH]c2=O)cc1C (configuration not stated),-7.1%
O=c1oc2ccccc2c2c1C(c1cccc(F)c1)c1c(c3ccccc3oc1=O)O2,-0.6%
O=c1[nH]c(O)c(/C=C2\C=NN=C2c2ccccc2)c(=O)[nH]1,-1.0%
O=C(c1cc(-c2ccncc2)nc2ccccc12)N1CCC2(CC1)OCCO2,-11.6%
COc1ccc(-n2c(O)c(C(C)=NCc3ccco3)c(=O)[nH]c2=O)cc1,3.4%
CCOC(=O)C(O)(c1ccc(N)c(OC)c1)C(F)(F)F (configuration not stated),-19.6%
CN1CCN(c2nccc3c2ncn3C)CC1,-3.9%
O=C(COc1ccc(Br)cc1)N1CCN(Cc2c[nH]c3ccccc23)CC1,-3.8%
CCn1c(O)c(C=Nc2ccc(N3CCOCC3)cc2)c(=O)n(CC)c1=S,-4.0%
O=C(c1cc2ccccn2n1)N1CCC2(CC1)OCCO2,-9.0%
CNCCCc1ccccc1,-3.2%

Not all compounds are listed; the hit share may differ from the screen's.
